Assay outcomes: PubChem, National Center for Advancing Translational Sciences (NCATS)
Lipid storage S3 = qHTS Assay for Lipid Storage Modulators in Drosophila S3 Cells. 320,000 tested, 0.64% active. Potency in µM for hits, for the others lipid storage change, negative = inhibition, % at the top dose, mostly 46.1 µM. Drosophila S3 cells, BODIPY lipid droplet fluorescence, 18-24 h; cells fed with added oleic acid; active = well fitted inhibition curve with a large enough effect in the signal ratio, with a control signal flat, not every such curve was filed as active; inconclusive = small, poorly fitted or top-dose-only effect, or effect the other way, or a change in a side signal; the % refers to the signal ratio
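Drosophila S3 cells got compounds at several concentrations plus oleic acid (400 uM solution). Laser-scanning cytometry with 488 nm excitation read lipid droplets at 500-530 nm and cells at 575-640 nm. Percent activity was relative to 20 uM Triacsin C.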
Lipid storage S3 cell count max = second read-out of Lipid storage S3, no call of its own (marks repeat the call); cell number change, %; measured here: cell count max response;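 cells counted by Cell Tracker Red CMTPX staining in the red channel; peak over a dose series mostly up to 46.1 µM; percent activity relative to internal control wells on each plate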
The depositor's hits bear a star; i = inactive; u = inconclusive; x = no result given. % is scaled to controls: 0 for no effect and ±100 for the full control effect; potency is read from the fitted curve at half-maximal effect.

SMILES | Lipid storage S3 | Lipid storage S3 cell count max
CCc1ccc(NC(=S)NNC(=O)c2ccccc2OC(F)F)cc1 | u | x
O=S(=O)(NCc1ccc(F)cc1)c1cccc(S(=O)(=O)N2CCOCC2)c1 | i | x
O=C(COc1ccc2c3c(c(=O)oc2c1)CCC3)N1CCCCC1 | u | x
CC(=O)c1c(C)[nH]c(C(=O)NC2CCCCC2)c1C | u | x
O=C(O)CC1(c2ccccc2)C(=O)c2ccccc2C1=O | u | x
O=[N+]([O-])c1ccccc1S(=O)(=O)Nc1ccc2c(c1)OCCO2 | -21% | -2
COc1cc(CNCc2cccc3ccccc23)cc(OC)c1 | i | -23
CC(CC(=O)O)CC(=O)N1CCN(S(=O)(=O)c2cccs2)CC1 (centres undefined) | -20% | x
Cc1ccccc1NC(=O)NCCN1C(=O)C2C3C=CC(C3)C2C1=O (centres undefined) | u | x
Cn1c(SCC(=O)NC2CC2)nnc1-c1ccccc1Cl | u | x
COc1cccc(NC(=O)COC(=O)c2nc3nccc(C)n3n2)c1 | i | x
Cc1cc(N2CCC(C(=O)N3CCN(c4cccc(C)c4C)CC3)CC2)n2ncnc2n1 | u | x
Cc1cc(NC(=O)Cn2c(=O)c3c(ncn3CC(C)C)n(Cc3ccccc3)c2=O)no1 | u | x
COc1ccc(/C=N/Nc2nnc(C)n2N)cc1OC(C)=O | u | x
O=C(NCc1ccccn1)c1ccc(Cl)c(NC2=NC3CS(=O)(=O)CC3S2)c1 (centres undefined) | u | x
C/C(=N\Nc1nncc2ccccc12)c1cccc(OC(F)F)c1 | -19% | 12
Cc1cc(NC(=O)C2C3C(=O)N(Cc4ccc(Cl)cc4)C(C(=O)NCc4ccccc4)C34C=CC2(C)O4)no1 (centres undefined) | u | x
O=C(Oc1c(-c2ccco2)oc2ccccc2c1=O)c1cccnc1 | 7% | 21
CC(C)CC(NC(N)=O)C(=O)Nc1cccc([N+](=O)[O-])c1 (centres undefined) | u | x
Cc1ccn2cc(CNS(=O)(=O)c3ccc4c(c3)OCCO4)nc2c1 | u | x
CC(C)Oc1ccc(CN2CCC(n3nccc3NC(=O)CCc3ccccc3)CC2)cc1 | i | -22
C=CCn1c(SCc2nc(N)nc(N3CCCCC3)n2)nnc1-c1ccco1 | u | x
COc1ccc(/C=C(\C#N)C(=O)Nc2cccc3ncccc23)cc1OC | 3% | 2
CCc1ccc2c(c1)C(c1ccc([N+](=O)[O-])cc1)=NNC(c1ccc(C)cc1)=N2 | 11% | x
Cc1snc(SCc2cccc(Cl)c2)c1C#N | u | x
COc1ccc(OCc2nnc(SCC(=O)Nc3cccc(Cl)c3)o2)cc1 | u | x
CC(Sc1nnnn1C)C(=O)Nc1ccc(N2CCOCC2)cc1 (centres undefined) | u | x
O=C1c2ccccc2C(Nc2ccc3c(c2)OCCO3)N1Cc1ccco1 (centres undefined) | u | x
CC(=O)n1cc(N(C(=O)CCl)c2ccccc2)c2ccccc21 | u | x
O=C(Cn1cnc2c(oc3nc4c(cc32)CCCC4)c1=O)Nc1ccccc1 | u | x
COC(=O)NC1(C(F)(F)F)C(=O)NC(C)=C1C(=O)OC (centres undefined) | 4% | -5
O=C(NC(=S)Nc1ccc(Cl)cc1)c1ccccc1 | 7% | -6
CCCCn1c(N)c(N(CCOC)C(=O)c2cc(-c3ccccc3Cl)nc3ccccc23)c(=O)[nH]c1=O | 29% | 0
Oc1ccc(Br)cc1-c1cc(-c2ccco2)[nH]n1 | u | x
COC(=O)c1nn(-c2nc(-c3ccc(OC)c(OC)c3)cc(C(F)(F)F)n2)cc1[N+](=O)[O-] | -5% | -8
CC1CC(NC(=O)CCn2c(=O)oc3ccccc32)CC(C)(C)C1 (centres undefined) | 22% | x
COc1ccc(-c2nn(C)c(=O)c3ccccc23)cc1CNC(=O)c1ccco1 | -2% | 0
CC(=O)c1cccc(NC(=O)N2CCCC2C(=O)Nc2ccc3c(c2)OCO3)c1 (centres undefined) | u | x
COc1ccc(C(=O)NC(C)CCn2cccn2)cc1OC1CCN(C(C)C)CC1 (centres undefined) | -10% | 8
COc1ccc2cc(C3CC(c4ccco4)=NN3S(C)(=O)=O)c(Cl)nc2c1 (centres undefined) | 8% | -2
CCOC(=O)CC(NC(=O)Cc1ccc(F)cc1)c1ccccc1Cl (centres undefined) | 2% | -7
Cc1cc2cc(CCNC(=O)c3ccc(S(=O)(=O)N4CCCC4)cc3)c(=O)[nH]c2cc1C | u | x
CN1C(=O)N(C)C2(c3ccccc3)NNC(N)=NC12c1ccccc1 (centres undefined) | u | x
COc1ccc(NC(=O)CCC(=O)OC(C(=O)c2ccccc2)c2ccccc2)cc1 (centres undefined) | -10% | -23
O=C(c1ccc(Cl)cc1)c1ccc(Oc2cc(NN3CCCCC3)c([N+](=O)[O-])cc2[N+](=O)[O-])cc1 | u | x
COC(=O)CC(NC(=O)c1ccc(C)cc1)c1ccccc1 (centres undefined) | u | x
CN(C)c1nc(Oc2ccc(=O)[nH]n2)nc(N2CCCCC2)n1 | u | x
Cc1ccc(S(=O)(=O)N(Cc2cc3ccccc3[nH]c2=O)CC2CCCO2)cc1 (centres undefined) | u | x
C=CCn1c(SCC(=O)c2[nH]c(C)c(C(=O)OCC)c2C)nc2scc(-c3ccc(OC)cc3)c2c1=O | u | x
Cc1ccc(S(=O)(=O)NCCN2CCOCC2)cc1C | u | x
Cc1ccc(C2SCC(=O)N2Cc2cn3ccsc3n2)o1 (centres undefined) | 5% | -3
COC(=O)CCC/C=C1/SCC(NC(=O)c2ccccc2)C1=O (centres undefined) | u | x
COc1ccc(Nc2cc(C)c3ccc(O)cc3n2)cc1 | u | x
Cn1cc([N+](=O)[O-])c(C(=O)Nc2nccs2)n1 | 21% | 20
CCC(CC)COC(=O)C1=C(C)NC(=O)NC1c1cccc([N+](=O)[O-])c1 (centres undefined) | u | x
COC(=O)N/N=C/c1cn(Cc2ccc(F)cc2)c2ccccc12 | u | x
Cc1occc1C(=O)N1CCN(C(c2ccccc2)c2ccccc2)CC1 | u | x
CCOC(=O)CN1C(=O)C2(OCCCO2)c2cc(Br)ccc21 | -19% | -8
Cc1c(C(=O)N2CCN(c3ccc(C(F)(F)F)cn3)CC2)oc2ccccc12 | u | x
O=C(N[C@H]1CCC(=O)N([C@H](CSc2ccccc2)Cc2ccccc2)CC1)OCc1ccccc1 | u | x

4 consecutive entries from above, quoted:
SMILES | Lipid storage S3 | Lipid storage S3 cell count max
CCc1ccc(NC(=S)NNC(=O)c2ccccc2OC(F)F)cc1 | u | x
O=S(=O)(NCc1ccc(F)cc1)c1cccc(S(=O)(=O)N2CCOCC2)c1 | i | x
O=C(COc1ccc2c3c(c(=O)oc2c1)CCC3)N1CCCCC1 | u | x
CC(=O)c1c(C)[nH]c(C(=O)NC2CCCCC2)c1C | u | x

The listing picks up; the four compounds before the break are reprinted first.
SMILES | Lipid storage S3 | Lipid storage S3 cell count max
Cc1occc1C(=O)N1CCN(C(c2ccccc2)c2ccccc2)CC1 | u | x
CCOC(=O)CN1C(=O)C2(OCCCO2)c2cc(Br)ccc21 | -19% | -8
Cc1c(C(=O)N2CCN(c3ccc(C(F)(F)F)cn3)CC2)oc2ccccc12 | u | x
O=C(N[C@H]1CCC(=O)N([C@H](CSc2ccccc2)Cc2ccccc2)CC1)OCc1ccccc1 | u | x
O=C(NCc1ccccc1)c1ccc2c(c1)OCCO2 | u | x
NS(=O)(=O)c1cccc(NC(=O)COC(=O)CCSc2ccccc2)c1 | 7% | 2
CCN(C(=O)CN1CCN(S(=O)(=O)c2ccccc2C(F)(F)F)CC1)c1c(N)n(Cc2ccccc2)c(=O)[nH]c1=O | u | x
COc1ccc(Cc2nc3ccc(C(=O)NCCc4ccncc4)cc3o2)cc1OC | u | x
CCC1(c2ccccc2)NC(=S)N(c2cccc(C)c2C)N1 (centres undefined) | u | x
COCCCNC(=O)c1ccc(NS(C)(=O)=O)cc1 | u | x
O=C(Nc1ccccc1C(=O)NC(Cc1ccccc1)C(=O)NC1CCCCCC1)c1ccccc1 (centres undefined) | -15% | 4
CCOC(=O)N1CCN(C(=O)c2ccc(S(=O)(=O)NCc3ccco3)cc2)CC1 | u | x
O=S(=O)(c1ccc(N2CCOCC2)nc1)N(Cc1ccccn1)Cc1ccccn1 | u | x
Cc1cc(-c2onc(C)c2C(=O)Nc2ccc(C(F)(F)F)cc2)no1 | 7% | 0
Cc1cnc(C(=O)Nc2ccccc2C(=O)N2CCOCC2)cn1 | i | -13
CCc1noc(C)c1C(=O)N(CC(C)C)c1c(N)n(Cc2ccccc2)c(=O)[nH]c1=O | u | x

Looked up by compound from the entries so far, 2 records:
SMILES | Lipid storage S3 | Lipid storage S3 cell count max
Cc1cc(N2CCC(C(=O)N3CCN(c4cccc(C)c4C)CC3)CC2)n2ncnc2n1 | u | x
CCc1noc(C)c1C(=O)N(CC(C)C)c1c(N)n(Cc2ccccc2)c(=O)[nH]c1=O | u | x

(next part)
SMILES | Lipid storage S3 | Lipid storage S3 cell count max
COc1ccc(NS(=O)(=O)c2ccc(N3CCCCC3)c(N)c2)cc1 | u | x
O=C(O)CCCC(=O)Nc1ccccc1SCCS(=O)(=O)c1ccc(Cl)cc1 | 7% | -1
Cc1cc(Cl)ccc1OCC(=O)NCCOc1nc(N2CCCCC2)nc(N2CCOCC2)n1 | u | x
Cc1ccc(SCc2cn3c(C)csc3n2)cc1 | i | 13
Cc1ccc(C(=O)N[C@H](C(=O)OCC(=O)Nc2cccc(S(N)(=O)=O)c2)C(C)C)cc1 | u | x
Cc1nnc(SCC(=O)NCc2ccc(F)cc2)[nH]c1=O | u | x
COc1cc2c(cc1OC)C(c1cc(Br)ccc1F)N(C(=O)CCl)CC2 (centres undefined) | u | x
COC(=O)C1=C(CSc2nc3ccccc3s2)NC(=O)NC1c1ccc(F)cc1 (centres undefined) | u | x
CCN/C=C(\C#N)S(=O)(=O)c1ccc(Br)cc1 | -9% | -4
Cc1ccc(NS(=O)(=O)c2ccc(C(=O)NCC(c3ccco3)N(C)C)cc2)cc1 (centres undefined) | u | x
O=c1[nH]c(C2CCCN(S(=O)(=O)c3ccccc3)C2)nc2c1nnn2Cc1ccc(OC(F)(F)F)cc1 (centres undefined) | i | -19
O=C(Cc1ccc(Br)cc1)NC1CCSC1=O (centres undefined) | 1% | 2
CSc1nc(C)c(Cc2c(F)cccc2Cl)c(=O)[nH]1 | -9% | 11
CC(=O)c1cc(-c2ccccc2)[nH]c1N1CCOCC1 | u | x
Oc1ccc2ccccc2c1CN1CCCC1 | u | x
O=C1CCCN1CCC(=O)N1CCCC(CO)(Cc2ccccc2)C1 (centres undefined) | i | x
CC(C(=O)NCCCN1CCOCC1)n1cccc1C(=O)c1ccccc1 (centres undefined) | u | x
O=C(Nc1nccs1)c1ccc(COc2ccccc2)o1 | u | x
Cc1csc(NC(=O)CCn2c(=O)sc3ccccc32)n1 | u | x
CCCCNc1nnc(CCn2nc(C)c(Br)c2C)s1 | u | x
Cc1c(NC2=NC3(CCCCC3)Cc3ccccc32)c(=O)n(C)n1-c1ccccc1 | 8% | 8
COc1cc(-c2cc(=O)c3c(O)c(OC)c(OC)c(OC)c3o2)cc(OC)c1OC | 8% | 9
COCC(=O)N1CCC(Oc2ccc(C(=O)N3CCN(C)C[C@@H]3C(C)C)cc2)CC1 | i | 7
O=C(CCS(=O)(=O)c1cccc2nonc12)N1CCCc2ccccc21 | 18% | x

Shown with values under each structure: 5 of the compounds above
The line under a structure holds: Lipid storage S3, Lipid storage S3 cell count max
> O=C1CCCN1CCC(=O)N1CCCC(CO)(Cc2ccccc2)C1 (centres undefined)
 : i, x
> CC(C(=O)NCCCN1CCOCC1)n1cccc1C(=O)c1ccccc1 (centres undefined)
 : u, x
> O=C(Nc1nccs1)c1ccc(COc2ccccc2)o1
 : u, x
> Cc1csc(NC(=O)CCn2c(=O)sc3ccccc32)n1
 : u, x
> CCCCNc1nnc(CCn2nc(C)c(Br)c2C)s1
 : u, x

Continuation.
SMILES | Lipid storage S3 | Lipid storage S3 cell count max
CCn1cc(C(=O)NCc2cccnc2)c2cc(OC)c(OC)cc2c1=O | i | x
O=C(NCc1ccncc1)Nc1ccccc1F | -7% | -17
O=C1[C@H]2[C@@H](c3ccc(F)cc3)N3C(=O)N(c4ccc(Br)cc4)C(=O)[C@@]3(Cc3ccccc3)[C@H]2C(=O)N1C1CCCCC1 | u | x
Cc1nc(-c2ccc(S(=O)(=O)N3CCN(CCc4ccccc4)CC3)s2)cs1 | 6% | 5
Cn1c(=O)[nH]c(=O)c2c1nc(NCCc1ccccc1)n2CC(O)COc1ccccc1 (centres undefined) | u | x
CC(CN1C(C)CCCC1C)OC(=O)c1ccccc1Br (centres undefined) | 0% | 1
Oc1ccc(C(c2nnnn2C2CCCC2)N2CCc3ccccc3C2)cc1 (centres undefined) | i | 6
CC(C)(C)NC(=O)C(c1cccs1)N(Cc1cccs1)C(=O)c1csnn1 (centres undefined) | -25% | x
COc1ccc2c(c1)[nH]c1c(=O)n(CC3CCCO3)cnc12 (centres undefined) | i | x
CCOC(=O)c1c(C2CC2)csc1NC(=O)CSCc1c(C)noc1C | -4% | -14
CCOc1ccc(CN(C)CC(=O)Nc2cccc(C)c2)cc1OC | u | x

A portion of the library, so the mix of outcomes need not match the whole.
